# Screening data as filed in PubChem BioAssay.
# CAL PDZ FP-1 – inhibitors of human CAL PDZ peptide binding. Q9HD26. purified CAL PDZ, TMR-peptide fluorescence polarization, 1 h. inhibition, % at 20 µM. 330,000 compounds, 0.02% hits. AID 504414;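 active = highest replicate inhibition of at least 40%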;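 note: plate controls were DMSO neutral control wells for no effect and unlabeled competitor peptide control wells for full effect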
#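 Control set: unlabelled peptide and DMSO controls / Material: purified CerCALP PDZ construct / Timing: 1 h incubation at room temperature before polarization reading / Doses: 20 µM, one dose / Detection: fluorescence polarization (mP)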
# MITF act – increases MITF-driven TRPM1 promoter luciferase signal | SK-MEL-5 TRPM1-promoter luciferase, 24 h; % of positive control, neutral wells = 0 | activation, % at 12.5 µM | 300,000 compounds, 0.75% hits;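 active = mean activation of at least 80% with every replicate also reaching 80%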;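 note: 0% = neutral control wells and 100% = parthenolide positive control wells; values of inactives mirror those of a sister screen read the other way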
# PfHsp90 yeast 2 – reduces growth (ATP signal) of yeast expressing P. falciparum Hsp90; S. cerevisiae expressing PfHsp90, BacTiter-Glo ATP, 48 h; yeast lacking PDR1 and PDR3 efflux regulators; inhibition, % at 9.4 µM; 310,000 compounds, 0.32% hits; AID 504621;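 active = every replicate shows inhibition above about 80%, whatever the replicate mean, limit read from the data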;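 note: 0% = DMSO neutral controls and 100% = 20 µM radicicol positive controls; yeast relying on Plasmodium falciparum Hsp90 in place of its own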
# SR-BI HDL uptake – inhibitors of mouse SR-BI mediated HDL lipid uptake. AID 488896. inhibition, % at 12.5 µM. 320,000 compounds, 0.96% hits. Q61009. ldlA[mSR-BI] CHO cells, DiI-HDL uptake fluorescence, 3 h;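 active = mean replicate inhibition of at least 70% and a set share of replicates each scoring 70 or more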;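 note: 0% = median of neutral control wells and 100% = median of positive control wells; values of inactives mirror those of a sister screen read the other way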
# dFosB act – enhances mouse delta FosB homodimer DNA binding; activation, % at 25 µM; 340,000 compounds, 0.99% hits; AID 493131; purified delta FosB, TAMRA-CDK5 oligo fluorescence polarization; percent of positive-control signal above neutral wells; P13346;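 active = mean activation above about 17%, with every replicate also reaching it, limit read from the data, passing the limit was not always enough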;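 note: fluorescence polarization rise as delta FosB binds a TAMRA Cdk5 AP-1 oligo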
# NSD2 inh – blocks human histone methyltransferase NSD2. NSD2 peptide methylation, AlphaScreen, 120 min. inhibition, % at 12.5 µM. 310,000 compounds, 0.54% hits. AID 743445; in the data active = inhibition above about 50%
# SR-BI DiI-HDL act – SR-BI HDL lipid transfer activation; activation, % at 12.5 µM; 320,000 compounds, 0.096% hits; CHO ldlA[mSR-BI] cells, DiI-HDL uptake fluorescence, 3 h; 100 = double the neutral-control signal;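 active = mean replicate activation of at least 60% and every replicate at or above 60%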;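 note: 0% = median plate neutral-control signal and 100% = twice that signal; values of inactives mirror those of a sister screen read the other way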
#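 Assay system: CHO ldlA[mSR-BI] cells, LDL receptor-null, SR-BI overexpressing; medium: Ham's F12 with 0.5% BSA, HEPES 25 mM, pH 7.4; also added: DiI-HDL 10 µg/mL; timing: 3 h uptake period with compound, 37 °C; signal: DiI fluorescence, bottom read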
# PvdQ inh – blocks Pseudomonas aeruginosa PvdQ acylase activity; purified PvdQ acylase, fluorescence plate reader; inhibition, % at 10 µM; 340,000 compounds, 0.063% hits; AID 488965; in the data active = inhibition above about 30%, passing the limit was not always enough;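 note: 0% = vehicle neutral wells and 100% = reference inhibitor wells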
# CAL PDZ FP-2 – blocks peptide binding to the human CAL PDZ domain. Q9HD26. purified CAL PDZ, TMR-peptide fluorescence polarization, 1 h. inhibition, % at 24.9 µM. 300,000 compounds, 0.92% hits. AID 602252;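 active = mean inhibition of at least 30% with at least half of replicates also reaching 30%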;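 note: 0% = DMSO neutral control and 100% = excess unlabeled competitor peptide PRC23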
# Rtt109 Vps75 – inhibitors of Candida albicans Rtt109/Vps75 histone acetyltransferase; Q5AAJ8; purified Rtt109/Vps75, ThioGlo CoA-SH fluorescence, 4 h; inhibition, % at 34.9 µM; 330,000 compounds, 0.16% hits; AID 540336;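 active = inhibition of at least 50% in every replicate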
# * marks the source's active call; other numbers are inactive results; / = not tested or not shown.
smiles	CAL PDZ FP-2	MITF act	PfHsp90 yeast 2	NSD2 inh	CAL PDZ FP-1	PvdQ inh	dFosB act	SR-BI HDL uptake	SR-BI DiI-HDL act	Rtt109 Vps75
CCC(C(=O)NCCCN1CCCCCC1)n1nc(C)c2sc3ccccc3c2c1=O (configuration not stated)	-9	-7	32	-1	-1.7	-9	-1	/	/	-1
Cc1cc(C)n(C(=O)CNC(=O)c2ccccc2Br)n1	1	-7	-1	-3	-3.0	-9	1	-7	7	-11
CS(=O)(=O)N1CCN(c2ccc(NC(=O)c3cc4ccccc4o3)cc2)CC1	0	/	-39	1	-0.9	-17	-13	6	-6	-4
O=C(NCCCN1CCOCC1)c1cccc(S(=O)(=O)N2CCOCC2)c1	-3	-1	-21	-1	-0.1	-14	-1	-19	19	-4
O=C(Oc1ccc(/C=N/NC(=O)c2ccco2)cc1)c1ccccc1	-4	51	-13	-1	-0.2	-1	3	-6	6	3
Cc1cccnc1NC(=O)CCc1nnc2ccc(N3CCC4(CC3)OCCO4)nn12	-4	4	31	-6	-1.4	-7	1	-16	16	-5
CC1(C)Nc2cccc3cccc(c23)N1	-1	-48	-47	22	1.0	-25	3	-5	5	0
CCSCc1nnc(SCC(=O)Nc2nccs2)n1CC	1	11	-2	-1	0.2	-14	-8	-28	28	-1
O=C(Cn1c2ccc(F)cc2c2nc3n(c(=O)c21)CCS3)Nc1ccc(Cl)cc1F	-6	2	-22	/	-1.9	6	21*	8	-8	-2
O=C(NC1CCCCCC1)C1CC(=O)N(Cc2ccccc2)C1 (configuration not stated)	4	/	26	-10	-3.0	-6	-2	-25	25	-3
CCCCn1cnc2c(c(CC#N)nn2-c2ccccc2)c1=N	/	-9	/	2	-0.8	-6	4	10	-10	-4
O=C(OCC(CO)OC(CO)n1ccc(=O)[nH]c1=O)c1ccccc1 (configuration not stated)	/	/	-18	0	0.7	-9	-2	-5	5	3
Cc1ccc(S(=O)(=O)N2CCC(C(=O)OC(C)C(=O)NCc3ccc4c(c3)OCO4)CC2)cc1 (configuration not stated)	/	-6	/	-2	-1.7	-8	-6	-11	11	4
CC(C)(C)C(=O)NCCn1ccc2ccccc21	-2	/	-5	/	1.2	3	3	-12	12	0
C/C(=N\OCC(=O)Nc1ccc2c(c1)OCCO2)c1ccc2c(c1)OCCO2	-3	4	-14	1	-0.5	3	-1	-22	22	10

# Given with values ahead of the structure: part of the list above.
CAL PDZ FP-2 | MITF act | PfHsp90 yeast 2 | NSD2 inh | CAL PDZ FP-1 | PvdQ inh | dFosB act | SR-BI HDL uptake | SR-BI DiI-HDL act | Rtt109 Vps75 | SMILES
-4 | 51 | -13 | -1 | -0.2 | -1 | 3 | -6 | 6 | 3 | O=C(Oc1ccc(/C=N/NC(=O)c2ccco2)cc1)c1ccccc1
-4 | 4 | 31 | -6 | -1.4 | -7 | 1 | -16 | 16 | -5 | Cc1cccnc1NC(=O)CCc1nnc2ccc(N3CCC4(CC3)OCCO4)nn12
-1 | -48 | -47 | 22 | 1.0 | -25 | 3 | -5 | 5 | 0 | CC1(C)Nc2cccc3cccc(c23)N1
1 | 11 | -2 | -1 | 0.2 | -14 | -8 | -28 | 28 | -1 | CCSCc1nnc(SCC(=O)Nc2nccs2)n1CC
-6 | 2 | -22 | / | -1.9 | 6 | 21* | 8 | -8 | -2 | O=C(Cn1c2ccc(F)cc2c2nc3n(c(=O)c21)CCS3)Nc1ccc(Cl)cc1F
4 | / | 26 | -10 | -3.0 | -6 | -2 | -25 | 25 | -3 | O=C(NC1CCCCCC1)C1CC(=O)N(Cc2ccccc2)C1 (configuration not stated)
/ | -9 | / | 2 | -0.8 | -6 | 4 | 10 | -10 | -4 | CCCCn1cnc2c(c(CC#N)nn2-c2ccccc2)c1=N
/ | / | -18 | 0 | 0.7 | -9 | -2 | -5 | 5 | 3 | O=C(OCC(CO)OC(CO)n1ccc(=O)[nH]c1=O)c1ccccc1 (configuration not stated)
/ | -6 | / | -2 | -1.7 | -8 | -6 | -11 | 11 | 4 | Cc1ccc(S(=O)(=O)N2CCC(C(=O)OC(C)C(=O)NCc3ccc4c(c3)OCO4)CC2)cc1 (configuration not stated)
-2 | / | -5 | / | 1.2 | 3 | 3 | -12 | 12 | 0 | CC(C)(C)C(=O)NCCn1ccc2ccccc21
-3 | 4 | -14 | 1 | -0.5 | 3 | -1 | -22 | 22 | 10 | C/C(=N\OCC(=O)Nc1ccc2c(c1)OCCO2)c1ccc2c(c1)OCCO2

# Carrying on:
smiles	CAL PDZ FP-2	MITF act	PfHsp90 yeast 2	NSD2 inh	CAL PDZ FP-1	PvdQ inh	dFosB act	SR-BI HDL uptake	SR-BI DiI-HDL act	Rtt109 Vps75
Oc1ccc(Cl)cc1CNCC1CCCO1 (configuration not stated)	-1	/	-19	1	0.6	0	3	10	-10	3
Cc1occc1C(=O)NCc1ccccn1	-2	0	-10	/	-0.5	5	8	6	-6	6
Cc1ccc2nc(NC(=S)NC(=O)c3ccco3)sc2c1	-2	42	-3	-1	-0.4	-12	-4	-16	16	5
O=C(CC1CCCC1)OCn1nnc2ccccc2c1=O	-2	-15	3	-1	-0.9	-13	-10	-20	20	9
Cc1cccc(OCCOC(=O)CN2C(=O)NC3(CCCC3)C2=O)c1	/	0	17	-3	-0.1	-18	-10	-22	22	-1
COc1ccccc1C(=O)Nc1nnc(SCC(=O)NC2CCCC2)s1	-7	91*	-4	-5	-0.2	1	-13	5	-5	15
Cc1ccc(Cn2nnc3c(=O)[nH]c(C4CCN(S(=O)(=O)Cc5ccccc5)CC4)nc32)cc1	-6	20	24	0	-3.1	-7	-24	/	/	11
CN1C(=O)C(CC(=O)N2CCN(C(c3ccccc3)c3ccccc3)CC2)N(C)C1=O (configuration not stated)	3	0	27	0	0.5	-3	-3	-18	18	4
COc1ccc(OC)c(-c2csc(NC(=O)CSCC(=O)Nc3cc(C)on3)n2)c1	-3	/	1	3	-1.3	0	-7	-7	7	1
O=C(/C=C/c1ccco1)Nc1ccccn1	/	5	7	0	-1.7	-2	-9	9	-9	16
Cc1ccccc1/C=C1\C(=O)Nc2ccc(F)cc21	-2	-18	-27	1	-0.8	-11	-8	8	-8	-3
C=CCN(CC=C)CCOc1ccccc1[N+](=O)[O-]	-6	-16	-3	3	-0.3	-10	-6	4	-4	-11
CCOC(=O)C1=C(C)N(c2nonc2NC(C)=O)C(N)=C(C#N)C1c1ccccc1F (configuration not stated)	-2	5	1	/	/	1	-3	-39	39	-28
CCCOc1ccc(N2C(=O)CC(N(Cc3ccco3)C(=O)CC)C2=O)cc1 (configuration not stated)	/	/	10	3	0.0	-15	-5	-3	3	1
COc1ccc(-c2ccc(-c3noc(-c4ccccc4C)n3)c(OC)n2)cc1	0	1	19	-5	/	-17	-1	-5	5	-6
CC(C)CC(/C(O)=C(\C#N)c1nc2ccccc2[nH]1)N1C(=O)c2ccccc2C1=O (configuration not stated)	-4	-17	-10	/	-0.3	3	3	8	-8	7
CCCC1OC2CC3C4CCC5=CC(=O)C=CC5(C)C4C(O)CC3(C)C2(C(=O)O)O1 (configuration not stated)	-3	19	44	1	0.4	-21	7	-24	24	7
CNC(=O)c1c(NC(=O)CS(=O)(=O)c2ccc(F)cc2)sc(C)c1C	-1	-6	-1	-2	-1.7	-8	-7	-4	4	-12
O=C(c1cccs1)N1CCN(Cc2ccc3c(c2)OCO3)CC1	3	14	-27	0	-0.2	-16	8	-8	8	2
O=C(Cc1ccc([N+](=O)[O-])cc1)Nc1cccc(C(=O)N2CCCCC2)c1	-4	-19	2	/	-0.3	-2	3	2	-2	3
Cc1ccc(S(=O)(=O)Nc2ccc3[nH]ccc3c2)cc1	1	-5	15	/	0.2	-13	-5	7	-7	-1
CC(C)(C)NC(=O)NC(=O)COC(=O)C1CC(=O)N(Cc2ccccc2)C1 (configuration not stated)	/	9	-20	-1	-0.2	0	-4	-9	9	1
CCCCC(=NCCO)C1=C(O)C(C(=O)OC)C(C)(C)CC1=O (configuration not stated)	-4	0	-17	-4	-1.1	4	-1	-25	25	-2
C=CCNC(=O)CCC(=O)NNc1nc2ccccc2c2nc(-c3ccccc3)nn12	-1	-1	-7	2	-4.4	14	-19	-20	20	/
CCc1c(C)sc(NC(=O)CSc2nc3c(c(C(F)(F)F)n2)CCc2ccccc2-3)c1C#N	/	-10	-28	-6	-1.1	-15	-2	-13	13	2
Cc1ccc(NC(=O)CN2C(=O)NC3(CCCCC3C)C2=O)cc1S(=O)(=O)N1CCCCC1 (configuration not stated)	2	13	6	3	-2.1	-3	-8	20	-20	-5
C/C(N)=C(/C#N)C(=O)COC(=O)C1CCC(C(C)(C)C)CC1 (configuration not stated)	1	-3	50	1	-1.1	-7	-11	/	/	17
Cc1ccc2[nH]c3c(=O)[nH]ncc3c2c1	0	-8	-29	0	0.4	-13	-3	-4	4	-1
O=C(CSc1ncnc2nc[nH]c12)Nc1ccc(Br)cc1Cl	-13	20	-4	0	-1.1	-19	0	-6	6	-9
Cc1cc2c(c(=O)n1Cc1ccc3c(c1)OCO3)C(c1cccnc1)C(C#N)=C(N)O2 (configuration not stated)	1	-13	-2	6	-1.6	-4	0	-16	16	-1
Nc1cc(C(=O)OCC(=O)NCCC2=CCCCC2)ccc1Cl	/	5	-51	0	-0.2	-8	-8	-15	15	2
NC(=O)CNC(=O)C1CCN(S(=O)(=O)c2ccc(-n3cnnn3)cc2)CC1	0	9	2	-1	-1.4	0	-6	-16	16	3
Cc1[nH]n2cnnc2c(=O)c1Br	2	8	13	-1	-2.5	4	0	/	/	18
COc1ccccc1CNC(=S)NCCc1ccccc1	-2	31	19	2	-0.5	-12	4	14	-14	/
COCCNC(=O)Cn1cnc([N+](=O)[O-])n1	/	8	-31	-2	-1.4	1	-1	1	-1	15
CCOc1ccc(S(=O)(=O)Nc2cccc(OC)c2)cc1	/	-8	26	-4	-1.9	7	-3	-13	13	-5
CCOc1ccc(/C=C2\CCC(C3CCCC3)C2=O)cc1 (configuration not stated)	1	123*	26	11	-1.3	0	4	-18	18	/
Nc1nonc1-n1nnc(C(=O)N/N=C/c2ccccc2F)c1-c1cccs1	-3	17	-1	-2	-2.7	-14	-10	74*	-74	0
Cn1c(=O)[nH]c(=O)c2c1nc(NC1CCCCC1)n2Cc1ccccc1	-6	6	-32	23	0.1	-12	-9	-15	15	-12
